Screening results deposited in PubChem BioAssay by National Center for Advancing Translational Sciences (NCATS).
Sm TGR inh – inhibitors of Schistosoma mansoni thioredoxin glutathione reductase; Q962Y6; purified TGR, DTNB reduction, TNB absorbance 405 nm; Potency, µM (series often up to 114 µM), inactives show at the highest dose activity change, negative = inhibition, usual class: inhibitors; 360,000 compounds, 3% hits; AID 485364; further: potency means the concentration at half of the fitted maximal effect; nearly all actives have a fitted effect of over 60% in size
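First, TGR (20 nM dispensed) and NADPH were mixed with compound. Second, a 15 min room-temperature incubation followed. Third, further NADPH and then DTNB were added to start the reaction. Finally, TNB absorbance was monitored kinetically.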
Giardia FBPA inh – inhibitors of Giardia lamblia fructose-1,6-bisphosphate aldolase. purified Giardia FBPA. Potency, µM (titrated, usually from 59.6 µM), without a hit: at the top dose activity, negative = inhibition, actives largely listed as inhibitors. 290,000 compounds, 0.71% hits; further: potency means the concentration at half of the fitted maximal effect; nearly all actives have a fitted effect of over 55% in size
Target sequence (A8B2U2 whole entry, looked up): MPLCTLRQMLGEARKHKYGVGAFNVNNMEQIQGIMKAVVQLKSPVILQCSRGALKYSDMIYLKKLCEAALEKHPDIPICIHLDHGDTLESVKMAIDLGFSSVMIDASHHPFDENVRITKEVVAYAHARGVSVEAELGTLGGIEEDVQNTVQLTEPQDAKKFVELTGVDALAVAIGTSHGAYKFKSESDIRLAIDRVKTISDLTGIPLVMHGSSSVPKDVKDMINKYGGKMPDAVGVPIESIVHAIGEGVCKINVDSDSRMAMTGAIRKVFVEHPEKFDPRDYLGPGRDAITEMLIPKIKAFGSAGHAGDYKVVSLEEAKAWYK
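Giardia FBPA (40 nM reagent) was preincubated 10 min at RT with compound (up to 57.5 uM final), then substrate plus GAPDH/TPI/NAD/arsenate coupling system with diaphorase/resazurin was added; resorufin fluorescence (525/598 nm) was read after 20 min.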
AMA1-RON2 inh – inhibitors of Plasmodium falciparum AMA1-RON2 interaction; AlphaScreen AMA1-biotinylated RON2 peptide binding; Potency, µM (doses to about 58.2 µM), for inactives: top-dose activity change, negative = inhibition, most hits filed as inhibitors; 360,000 compounds, 0.2% hits;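 further: potency means the concentration at half of the fitted maximal effect; 0% = vehicle wells and -100% = peptide control; nearly all actives have a fitted effect of over 45% in size; some results filed as inactive show a strong effect at the top dose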
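AMA1 (3D7) with his tag at 25 nM final met compounds first, then biotinylated RON2 peptide at 25 nM; detection used donor plus acceptor beads, 10 µg/mL apiece, read by AlphaScreen after 30 min at room temperature.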
AmpC detergent – AmpC beta-lactamase inhibition with detergent present; 370,000 compounds, 0.041% hits; AmpC hydrolysis of nitrocefin, absorbance 480 nm, 0.01% Triton; Potency, µM (series often up to 114 µM), without a hit: at the highest dose activity change, negative = inhibition, most hits filed as inhibitors;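 further: potency means the concentration at half of the fitted maximal effect; 0% = no-compound wells and -100% = no-enzyme wells; nearly all actives have a fitted effect of over 25% in size; some results filed as inactive show a strong effect at the top dose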
Target sequence (P00811 whole entry, looked up): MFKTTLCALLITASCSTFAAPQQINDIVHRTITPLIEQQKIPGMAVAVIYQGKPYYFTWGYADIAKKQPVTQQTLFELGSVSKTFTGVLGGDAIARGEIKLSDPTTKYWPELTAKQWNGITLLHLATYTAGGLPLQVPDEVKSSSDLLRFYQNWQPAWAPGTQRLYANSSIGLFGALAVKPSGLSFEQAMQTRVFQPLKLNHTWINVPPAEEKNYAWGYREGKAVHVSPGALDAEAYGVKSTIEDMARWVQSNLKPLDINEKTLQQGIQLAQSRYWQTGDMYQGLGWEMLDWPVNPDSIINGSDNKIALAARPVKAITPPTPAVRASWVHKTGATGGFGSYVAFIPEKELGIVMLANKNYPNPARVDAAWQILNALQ
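AmpC (5.3 nM in the dispensed reagent) in 20 mM phosphate pH 7.0 with 0.01% (detergent screen) or 0.0001% Triton X-100 was preincubated with compounds for 15 min at room temperature. Nitrocefin was then added from an 800 uM solution, and hydrolysis was followed at 480 nm.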
HCMV inh – human cytomegalovirus inhibition; HFF cells, HCMV-luciferase reporter, 72 h; hits give low values; activity change, negative = inhibition, % at 57.5 µM; 410,000 compounds, 4.5% hits; in the data active means activity change below about -60%; inconclusive means no clear call, values can overlap the other calls; inactive means above about -39%
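Compounds were evaluated in HFFs infected with an HCMV luciferase reporter virus (MOI 1 PFU/cell). Luciferase in lysates collected 72 h post infection served as the replication measure.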
AmpC inh no detg – blocks E. coli AmpC beta-lactamase in detergent-free assay; P00811; AmpC nitrocefin hydrolysis, absorbance 480 nm, 0.0001% Triton; Potency, µM (titrated, usually from 57.1 µM), without a hit: at the highest dose activity change, negative = inhibition, usual class: inhibitors; 330,000 compounds, 0.52% hits;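 further: potency means the concentration at half of the fitted maximal effect; plate controls were no compound for no effect and no enzyme for full effect; nearly all actives have a fitted effect of over 20% in size; some results filed as inactive show a strong effect at the top dose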
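AmpC (5.3 nM in the dispensed reagent) in 20 mM phosphate pH 7.0 with 0.01% (detergent screen) or 0.0001% Triton X-100 was preincubated with compounds for 15 min at room temperature. Nitrocefin was then added from an 800 uM solution, and hydrolysis was followed at 480 nm.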
The depositor's hits bear a star; [ ] = dose if it differs, or a comment. Unless noted, the call rests on the fitted dose curve; in most records, active means well fitted curve in the direction sought with a large enough effect; inconclusive means small, poorly fitted or top-dose-only effect, or another doubt; inactive means no such curve, though single readings can be large; an effect the other way counts as inactive or inconclusive. Unless noted, on the % scale 0 is the no-effect control and ±100 the full control effect. Compounds were not picked by outcome; any-hit rate near 7.8%.

O=C(NCCc1ccccc1)c1ccco1 was read as Sm TGR inh -31.2%, Giardia FBPA inh 13.4%, AMA1-RON2 inh -1.8%, AmpC detergent -3.6%, HCMV inh 61.7 and AmpC inh no detg -11.2%.
Screening O=C(/C=C/c1cccc(F)c1)OCC(=O)N1CCc2ccccc21 returned AMA1-RON2 inh -7.3%, HCMV inh 10.1 and AmpC inh no detg -18.4%.
`CCn1c(=NC(=O)c2ccc(S(=O)(=O)N3CCCCC3)cc2)sc2cccc(OC)c21` gave Sm TGR inh 5.7%, AmpC detergent 7.2% and HCMV inh -7.5.
CC1CCCC(C)N1C(=O)COC(=O)c1ccc(O)cc1 (stereo unspecified) was read as Sm TGR inh -10.9%, Giardia FBPA inh -0.4%, AMA1-RON2 inh -5.2%, AmpC detergent -2.3%, HCMV inh 51.9 and AmpC inh no detg 11.5%.
`O=C(c1cc2ncccn2n1)N1CCc2c([nH]c3ccccc23)C1c1ccccc1F` (stereo unspecified) gave Sm TGR inh 14.2%, Giardia FBPA inh -0.8%, AMA1-RON2 inh -16.4%, AmpC detergent -5.0%, HCMV inh 29.4 and AmpC inh no detg 125.3%[activator].
Cc1cc(C)cc(-n2ccn(Cc3ccc(F)cc3)c(=O)c2=O)c1 was read as Sm TGR inh -6.7%, AmpC detergent 7.8% and HCMV inh inconclusive.
`CCCOc1ccc2ccccc2c1/C=C1\SC(=O)NC1=O` gave Sm TGR inh 1.4%, Giardia FBPA inh inconclusive, AMA1-RON2 inh -11.9%, AmpC detergent -11.8%, HCMV inh 15.6 and AmpC inh no detg -44.6%.
For CCc1ccc(NC(=O)NCC2CCN(Cc3cccc(Cl)c3)CC2)cc1 the results were Sm TGR inh 5.3%, Giardia FBPA inh 3.8%, AMA1-RON2 inh -6.1%, AmpC detergent -0.9%, HCMV inh -6.5 and AmpC inh no detg 61.0%[activator].
For CC1CCc2onc(C(=O)N3CCN(c4ccccc4)CC3)c2C1 (stereo unspecified) the results were Sm TGR inh 8.9%, AmpC detergent 20.8% and HCMV inh inconclusive.
Cc1ccc2nc(-c3ccc(S(=O)(=O)N4CCCCC4)cc3)cn2c1 was read as Sm TGR inh 3.9%, Giardia FBPA inh -4.0%, AMA1-RON2 inh 0.1%, AmpC detergent 8.3%, HCMV inh inconclusive and AmpC inh no detg -10.0%.
For O=C(Cc1ccc(NC(=O)N2CCCCc3ccccc32)cc1)NCc1ccccc1 the results were Sm TGR inh -3.1%, AmpC detergent 3.2% and HCMV inh 20.5.
Screening COc1ccc2[nH]c(=O)c(CN(c3ccccc3)S(=O)(=O)c3ccccc3)cc2c1 returned Sm TGR inh -2.5%, AMA1-RON2 inh -1.9%, AmpC detergent -6.6%, HCMV inh -31.5 and AmpC inh no detg -27.8%.
`O=C(Nc1c2c(nn1-c1ccc([N+](=O)[O-])cc1)CS(=O)(=O)C2)c1cccs1` gave Sm TGR inh 1.9%, Giardia FBPA inh -2.5%, AMA1-RON2 inh 5.1%, AmpC detergent -2.5%, HCMV inh -16.5 and AmpC inh no detg -15.6%.
c1ccc2oc(-c3csc(NCC4CCCO4)n3)cc2c1 (stereo unspecified) was read as Sm TGR inh -1.7%, Giardia FBPA inh -7.3%, AMA1-RON2 inh -27.7%, AmpC detergent inconclusive, HCMV inh 6.9 and AmpC inh no detg -19.1%[11.4 µM].
Screening COc1ccc(C)cc1S(=O)(=O)N1c2ccccc2CC1C (stereo unspecified) returned Sm TGR inh -31.1%, Giardia FBPA inh -1.7%, AMA1-RON2 inh 8.8%, AmpC detergent 1.4%, HCMV inh 10.0 and AmpC inh no detg -2.1%.
Screening CC1CCN(Cc2nnnn2-c2cccc([N+](=O)[O-])c2)CC1 returned Sm TGR inh 2.2%, Giardia FBPA inh -10.6%, AMA1-RON2 inh -3.2%, AmpC detergent 9.5%, HCMV inh 6.6 and AmpC inh no detg -0.1%.
Screening COc1cc(NC(=O)C2CCCCC2)c(OC)cc1NC(=O)c1ccco1 returned Sm TGR inh 11.0%, Giardia FBPA inh -1.7%, AMA1-RON2 inh -4.1%, AmpC detergent 7.1%, HCMV inh -1.6 and AmpC inh no detg -22.5%.
`Cc1ccc(S(=O)(=O)N2CCN(c3nc(C(C)C)c4c(c3C#N)CC(C)(C)OC4)CC2)cc1` gave Sm TGR inh 0.0%, Giardia FBPA inh -1.2%, AMA1-RON2 inh 1.8%, AmpC detergent -6.9%, HCMV inh inconclusive and AmpC inh no detg -12.9%.
CCC(=O)N1c2ccccc2C(N(C(C)=O)c2ccccc2)CC1C (stereo unspecified) was read as Sm TGR inh 10µM*, Giardia FBPA inh 0.4%, AMA1-RON2 inh -3.4%, AmpC detergent 1.3%, HCMV inh 232.8 and AmpC inh no detg 25.7%.
`CC1(C)Cc2noc(N)c2C(C)(C)N1OC(=O)c1ccccc1` gave Sm TGR inh -8.0%, Giardia FBPA inh -1.2%, AMA1-RON2 inh -14.8%, AmpC detergent -0.5%, HCMV inh -35.1 and AmpC inh no detg inconclusive.
`O=C(CCC(=O)N1CCOc2ccccc21)NC1CCCCCC1` gave Sm TGR inh -13.9%, Giardia FBPA inh 7.5%, AMA1-RON2 inh 3.5%, AmpC detergent -10.5%, HCMV inh 28.9 and AmpC inh no detg -6.1%.
For COC(=O)C1=C(N)Oc2cc(C)n(CC3CCCO3)c(=O)c2C1c1ccc(Cl)cc1 (stereo unspecified) the results were Sm TGR inh -16.0%, Giardia FBPA inh -1.5%, AMA1-RON2 inh -9.7%, AmpC detergent inconclusive, HCMV inh 26.7 and AmpC inh no detg 95.2%[activator].
`COCCCN1C(=O)C(=O)/C(=C(/O)c2ccc(OC(C)C)c(C)c2)C1c1ccncc1` (stereo unspecified) gave Sm TGR inh -4.3%, Giardia FBPA inh 2.1%, AMA1-RON2 inh 6.6%, AmpC detergent -1.4%, HCMV inh 11.3 and AmpC inh no detg -18.5%.
`CC(=O)Nc1ccccc1OCC(=O)NCCc1ccc(Cl)cc1Cl` gave Sm TGR inh 7.2%, Giardia FBPA inh -5.4%, AMA1-RON2 inh 7.2%[11.6 µM], AmpC detergent 4.6%, HCMV inh inconclusive and AmpC inh no detg 35.5%.
Screening CSCC[C@H](N)C(=O)NCC1CCC(C(=O)Nc2ccc3c(c2)OCO3)CC1 (stereo partly specified) returned Sm TGR inh 7.5%, Giardia FBPA inh inconclusive, AMA1-RON2 inh 8.5%, AmpC detergent inconclusive, HCMV inh 12.9 and AmpC inh no detg -0.2%.
For Cc1ccc(S(=O)(=O)N2CCOCC2)cc1NC(=O)COc1ccc2c(C)cc(=O)oc2c1 the results were Sm TGR inh -22.0%, AMA1-RON2 inh 17.7%, AmpC detergent -12.4%, HCMV inh -12.9 and AmpC inh no detg 74.7%[activator].
Screening Cc1[nH]c2ccccc2c1/C=N/NC(=O)CCC(=O)NCc1ccccc1 returned Sm TGR inh 5.3%, Giardia FBPA inh inconclusive, AMA1-RON2 inh 6.8%, AmpC detergent 5.1%, HCMV inh 41.2 and AmpC inh no detg -13.5%.
Cc1cccc(C)c1NC(=O)C1(N2CCN(C(=O)c3ccco3)CC2)CCCCC1 was read as Sm TGR inh 1.2%, Giardia FBPA inh 3.5%, AMA1-RON2 inh 16.2%[2.32 µM], AmpC detergent 0.5%, HCMV inh 23.3 and AmpC inh no detg 16.9%.
`O=C(Cn1cc(C(F)(F)F)cc(Cl)c1=O)NCCc1ccc(Cl)cc1Cl` gave Sm TGR inh -0.7%, Giardia FBPA inh 3.7%, AMA1-RON2 inh 0.0%, AmpC detergent -6.4%, HCMV inh 0.0 and AmpC inh no detg -13.0%.
Cc1cccc(Nc2nnc(-c3ccc(C)c(S(=O)(=O)N4CCOCC4)c3)c3ccccc23)c1 was read as Sm TGR inh -2.6%, AmpC detergent -3.2% and HCMV inh -6.5.
Screening COC(=O)c1ccc(OC(=O)CN2C(=O)c3ccccc3C2=O)cc1 returned Sm TGR inh 23.5%, Giardia FBPA inh 17.2%, AMA1-RON2 inh 4.4%, AmpC detergent -13.9%, HCMV inh 24.8 and AmpC inh no detg -6.8%.
Screening CCC(C)NC(=O)c1cc(-c2ccc(OC)cc2)on1 (stereo unspecified) returned Sm TGR inh -1.3%, Giardia FBPA inh 0.1%, AMA1-RON2 inh -11.9%, AmpC detergent 0.2%, HCMV inh 142.9 and AmpC inh no detg -18.0%.
`Cc1ccc(C)c(CN2C(=O)c3ccccc3S(=O)(=O)c3ccc(C(=O)N4CCOCC4)cc32)c1` gave Sm TGR inh -17.2%, AmpC detergent -18.0% and HCMV inh inconclusive.
CCCCC(=O)Nc1cc2nn(-c3ccc(OC)cc3)nc2cc1C was read as Sm TGR inh 3.0%[11.4 µM], Giardia FBPA inh 3.8%, AMA1-RON2 inh -2.3%, AmpC detergent inconclusive, HCMV inh -4.6 and AmpC inh no detg -12.7%.
For CCN1CCN(C(=O)c2ccc3c(=O)n(Cc4ccccc4OC)c(=S)[nH]c3c2)CC1 the results were Sm TGR inh 8.0%, Giardia FBPA inh -5.6%, AMA1-RON2 inh 29.8%, AmpC detergent 0.5%, HCMV inh -24.6 and AmpC inh no detg 35.2%.
Screening CC1CC1c1ccc(/C=C(\C#N)C(=O)Nc2ccccc2Cl)o1 (stereo unspecified) returned Sm TGR inh -4.8%, Giardia FBPA inh -2.6%, AMA1-RON2 inh -10.2%, AmpC detergent -14.6%, HCMV inh -36.1 and AmpC inh no detg -12.7%.
Screening COC(=O)[C@H](Cc1ccccc1)NC(=O)NCc1ccc(C)cc1 returned Sm TGR inh 4.5%, Giardia FBPA inh 4.3%, AMA1-RON2 inh -2.7%, AmpC detergent -7.0%, HCMV inh 13.5 and AmpC inh no detg 0.9%.
For Cc1cccc(CCNC(=O)c2cc(S(=O)(=O)N3CCOCC3)cn2C)c1 the results were Sm TGR inh 6.4%, Giardia FBPA inh 7.5%, AMA1-RON2 inh 1.9%, AmpC detergent -1.9%, HCMV inh 24.7 and AmpC inh no detg 16.6%.
Screening CCN(CC)S(=O)(=O)c1ccc(Cl)c(C(=O)NC2CCCC2)c1 returned Sm TGR inh 27.3%[11.4 µM], Giardia FBPA inh 3.3%, AMA1-RON2 inh 15.0%, AmpC detergent -3.6%, HCMV inh -31.8 and AmpC inh no detg -1.4%.

Filtered by structure, the entries above containing two or more sulfur atoms.
`CCn1c(=NC(=O)c2ccc(S(=O)(=O)N3CCCCC3)cc2)sc2cccc(OC)c21` gave Sm TGR inh 5.7%, AmpC detergent 7.2% and HCMV inh -7.5.
`O=C(Nc1c2c(nn1-c1ccc([N+](=O)[O-])cc1)CS(=O)(=O)C2)c1cccs1` gave Sm TGR inh 1.9%, Giardia FBPA inh -2.5%, AMA1-RON2 inh 5.1%, AmpC detergent -2.5%, HCMV inh -16.5 and AmpC inh no detg -15.6%.
